Screens: PubChem, National Center for Advancing Translational Sciences (NCATS)
S3 lipid droplet – qHTS Assay for Lipid Storage Modulators in Drosophila S3 Cells | Drosophila S3 cells, BODIPY lipid droplet fluorescence, 18-24 h; cells fed with added oleic acid | Potency in µM for hits, for the others lipid storage change, negative = inhibition, % at the top dose, mostly 46.1 µM | hit rate 0.64% among 320,000; active = well fitted inhibition curve with a large enough effect in the signal ratio, with a control signal flat, not every such curve was filed as active; inconclusive = small, poorly fitted or top-dose-only effect, or effect the other way, or a change in a side signal; the % refers to the signal ratio
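Drosophila S3 cells loaded with oleic acid (400 uM, as added) and compounds at several concentrations; lipid droplets imaged by 488-nm laser-scanning cytometry, 500–530 nm intensity and object ratio to cell channel. Percent activity normalized to 20 uM Triacsin C.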
S3 lipid droplet cell count max – recorded beside S3 lipid droplet, whose call it bears; cell number change, %; measured here: cell count max response;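 cells counted by Cell Tracker Red CMTPX staining in the red channel; peak over a dose series mostly up to 46.1 µM; percent activity relative to internal control wells on each plate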
The depositor's hits bear a star; i = inactive; u = inconclusive; x = no result given. % is scaled to controls: 0 for no effect and ±100 for the full control effect; potency is read from the fitted curve at half-maximal effect.

The first 21 entries, ahead of the listing:
SMILES	S3 lipid droplet	S3 lipid droplet cell count max
O=S(=O)(c1cccc(-c2nnc(SCc3nc4ccccc4s3)o2)c1)N1CCOCC1	-26.8%	9.2
CC12C=CC3(O1)C(C(=O)N(c1cccnc1)C3C(=O)NC1CCCCC1)C2C(=O)Nc1ccccc1 (stereo not given)	u	x
COc1ccccc1CNC(=O)Cn1cccc1C(=O)c1ccccc1	0.3%	-11.1
Cc1ccc2nc(N(CCN(C)C)C(=O)C3=COCCO3)sc2c1	u	x
Cc1cccc(NC(=O)CNC(=O)COC(=O)c2ccco2)c1C	u	x
CC(C)(C)NC(=O)C(=O)NNC(=O)c1cccc(Br)c1	-0.1%	6.7
Cc1ccc(NC2CCCN(C(=O)CCc3cn[nH]c3)C2)cc1C (stereo not given)	i	23.3
O=C(CC1(O)C(=O)Nc2cc(Cl)cc(Cl)c21)c1ccncc1 (stereo not given)	u	x
Cc1cc(C)c(NC(=O)c2sc3nc(C)[nH]c(=O)c3c2C)c(C)c1	-4.6%	-3.3
CCOc1ccccc1N=c1oc2cc(O)ccc2cc1C(=O)NCC1CCCO1 (stereo not given)	i	18.3
CCOc1ccc(-c2cn3ccccc3n2)cc1	u	x
Cc1cccc(CS(=O)(=O)Cc2ccc(C(=O)NCCCN3CCCC3)o2)c1	-0.6%	-6.6
O=C(O)C1CCCCC1C(=O)NC1C2CC3CC(C2)CC1C3 (stereo not given)	u	x
Cc1c(NC(=O)COC(=O)c2cc3c4ccccc4n(C)c3s2)c(=O)n(-c2ccccc2)n1C	u	x
CCN(CC(=O)NCc1cccs1)CC(=O)Nc1ccccc1C	u	x
N/C(=N\OC(=O)CCCOc1ccccc1)c1cccc(Br)c1	u	x
COc1ccc(NC(=O)CN(C)C(=O)c2cc(-c3ccc(OC)cc3)nc3ccccc23)cc1	i	8.7
O=C(Nc1ncccc1O)c1ccc(S(=O)(=O)Nc2ccccc2)cc1	u	x
CCc1ccc(NC(=O)Cc2c(C(=O)O)n(C)c3ccccc23)cc1	u	x
COc1ccc(-c2ccc(-c3nnc(-c4cc(OC)ccc4OC)o3)cc2)cc1	u	x
Cc1ccc2[nH]c(=O)c(CN(Cc3cccnc3)Cc3nnnn3CC3CCCO3)cc2c1 (stereo not given)	9.1%	14.4

Results, previewed entries included:
SMILES	S3 lipid droplet	S3 lipid droplet cell count max
O=S(=O)(c1cccc(-c2nnc(SCc3nc4ccccc4s3)o2)c1)N1CCOCC1	-26.8%	9.2
CC12C=CC3(O1)C(C(=O)N(c1cccnc1)C3C(=O)NC1CCCCC1)C2C(=O)Nc1ccccc1 (stereo not given)	u	x
COc1ccccc1CNC(=O)Cn1cccc1C(=O)c1ccccc1	0.3%	-11.1
Cc1ccc2nc(N(CCN(C)C)C(=O)C3=COCCO3)sc2c1	u	x
Cc1cccc(NC(=O)CNC(=O)COC(=O)c2ccco2)c1C	u	x
CC(C)(C)NC(=O)C(=O)NNC(=O)c1cccc(Br)c1	-0.1%	6.7
Cc1ccc(NC2CCCN(C(=O)CCc3cn[nH]c3)C2)cc1C (stereo not given)	i	23.3
O=C(CC1(O)C(=O)Nc2cc(Cl)cc(Cl)c21)c1ccncc1 (stereo not given)	u	x
Cc1cc(C)c(NC(=O)c2sc3nc(C)[nH]c(=O)c3c2C)c(C)c1	-4.6%	-3.3
CCOc1ccccc1N=c1oc2cc(O)ccc2cc1C(=O)NCC1CCCO1 (stereo not given)	i	18.3

Exported with bars between the fields: entries from further up.
SMILES | S3 lipid droplet | S3 lipid droplet cell count max
O=S(=O)(c1cccc(-c2nnc(SCc3nc4ccccc4s3)o2)c1)N1CCOCC1 | -26.8% | 9.2
CC12C=CC3(O1)C(C(=O)N(c1cccnc1)C3C(=O)NC1CCCCC1)C2C(=O)Nc1ccccc1 (stereo not given) | u | x
COc1ccccc1CNC(=O)Cn1cccc1C(=O)c1ccccc1 | 0.3% | -11.1
Cc1ccc2nc(N(CCN(C)C)C(=O)C3=COCCO3)sc2c1 | u | x

The list continues:
SMILES	S3 lipid droplet	S3 lipid droplet cell count max
CCOc1ccc(-c2cn3ccccc3n2)cc1	u	x
Cc1cccc(CS(=O)(=O)Cc2ccc(C(=O)NCCCN3CCCC3)o2)c1	-0.6%	-6.6
O=C(O)C1CCCCC1C(=O)NC1C2CC3CC(C2)CC1C3 (stereo not given)	u	x
Cc1c(NC(=O)COC(=O)c2cc3c4ccccc4n(C)c3s2)c(=O)n(-c2ccccc2)n1C	u	x
CCN(CC(=O)NCc1cccs1)CC(=O)Nc1ccccc1C	u	x
N/C(=N\OC(=O)CCCOc1ccccc1)c1cccc(Br)c1	u	x
COc1ccc(NC(=O)CN(C)C(=O)c2cc(-c3ccc(OC)cc3)nc3ccccc23)cc1	i	8.7
O=C(Nc1ncccc1O)c1ccc(S(=O)(=O)Nc2ccccc2)cc1	u	x
CCc1ccc(NC(=O)Cc2c(C(=O)O)n(C)c3ccccc23)cc1	u	x
COc1ccc(-c2ccc(-c3nnc(-c4cc(OC)ccc4OC)o3)cc2)cc1	u	x
Cc1ccc2[nH]c(=O)c(CN(Cc3cccnc3)Cc3nnnn3CC3CCCO3)cc2c1 (stereo not given)	9.1%	14.4
Cc1cccc(S(=O)(=O)CC(=O)Nc2nc(-c3ccccc3)cs2)c1	u	x
COCc1cc(C)n(CC(=O)Nc2ccc3c(c2)OCO3)c(=O)c1C#N	i	-24.1
O=C(NC(=S)NCCc1ccccc1)c1ccccc1	u	x
Cc1cnc(C(=O)Oc2c(C)ccc(C)c2C)cn1	7.0%	10.1
COc1cc(C=O)c(Br)cc1OCc1ccc(C)cc1	u	x
Cc1nc2c(C)cccc2c2c1CCS2	u	x
Cc1ccc(-c2cc(-c3ccccc3)nc(N(C)N)n2)cc1	u	x
Cc1ccc(N(CC(=O)NCc2ccccc2Cl)S(=O)(=O)c2c(C)noc2C)cc1	-15.1%	12.9
COc1cc(NC(=O)C2CCC(=O)N2S(=O)(=O)c2ccc(C)cc2)cc(OC)c1 (stereo not given)	5.2%	4.1
Cc1ccc(NC(=O)COC(=O)CN2C(=O)c3ccccc3C2=O)cc1S(=O)(=O)N(C)C	-4.1%	1.3
Cc1ccc(Nc2nc(Cl)c(C=O)s2)cc1	u	x
CCOC(=O)c1c(S(=O)(=O)N2CCN(C)CC2)c(C)n(C)c1C	u	x
CN(c1ccc(OCC(=O)NCc2cccnc2)cc1)S(=O)(=O)c1ccc(Cl)cc1	u	x
COc1cc(CN(CC2CCCO2)C(=O)c2cccs2)cc(OC)c1OC (stereo not given)	u	x
O=S(=O)(c1ccc(Cl)cc1)n1c(Cc2ccccc2)nc2ccccc21	u	x
Cc1cccc(NC(=S)NCCC(C)C)c1	u	x
NC(=O)CC[C@@H]1NC(=O)[C@H](CO)NC(=O)c2cc([N+](=O)[O-])cc(I)c2NCC[C@@H](C(N)=O)NC1=O	u	x
O=C1C(NS(=O)(=O)c2ccccc2)=C(N2CCN(c3ccc(F)cc3)CC2)C(=O)c2ccccc21	u	x
CCCN(C(=O)COC(=O)CNC(=O)c1ccc2ccccc2c1)c1c(N)n(Cc2ccccc2)c(=O)[nH]c1=O	13.3%	3.3
Cc1nc2ccc(NC(=O)c3ccc(Cl)s3)cc2s1	-3.0%	4.2
Cc1cccc(C(=O)N(CCc2ccccc2)Cc2ccccc2)c1[N+](=O)[O-]	u	x
COc1ccc(OC(C)C(=O)Nc2cccnc2)cc1 (stereo not given)	u	x
O=C(CNC(=O)c1ccccc1)OC(C(=O)c1ccccc1)c1ccccc1 (stereo not given)	-3.9%	-9.9
O=[N+]([O-])c1cc(CSC2=NCCN2)ccc1O	1.7%	13.3
COc1ccc(C(=O)NNC(=O)c2ccc(S(=O)(=O)N3CCOCC3)cc2)cc1	u	x
O=C(CCn1cccn1)N1CCCC(N2CCN(c3cccc(C(F)(F)F)c3)CC2)C1 (stereo not given)	u	x
CC(C(=O)NCc1cccnc1)N1C(=O)c2ccccc2C1=O (stereo not given)	7.8%	14.3
CC1CN(C(=O)CCC(=O)NCc2ccccc2)c2ccccc2S1 (stereo not given)	u	x
CN(C)CCCN(C(=O)c1cc(-c2cccs2)nc2ccccc12)c1nc2c(F)cccc2s1	u	x
Cc1ccc(S(=O)(=O)N2CCC(C(=O)N3Cc4ccccc4C3)CC2)cc1	23.2%	2.0
COc1cccc(NC(=O)CN(C)C(=O)c2csc3c2CCCC3)c1	0.9%	-15.1
CCc1ccc(C(=O)COC(=O)c2n[nH]c3ccccc23)cc1	u	x
O=C(CSc1nnc(-c2ccc(O)cc2)o1)Nc1ccccc1Br	i	-11.1
CCC1C(=O)N(C)CCc2ccccc21 (stereo not given)	9.9%	9.4
CCCc1nc2oc(C(=O)OCC)c(N)c2c2c1COC(C)(C)C2	u	x
CCc1ccc(N2CC(C(=O)Nc3cccc(S(=O)(=O)N4CCCC4)c3)CC2=O)cc1 (stereo not given)	u	x
COc1cccc2c1OCC(CN1CCN(Cc3ccccc3)C(CCO)C1)=C2 (stereo not given)	0.2%	10.6
COCC(=O)N1CCC(Oc2ccc(C(=O)N(C)C3CCCCC3)cc2)CC1	u	x
COC(=O)c1cccc(NC(=O)CCCOc2cccc(C)c2)c1	u	x

These rows are one share of the data; count on the stated rates, not on these rows.
